# Compound activity: PubChem BioAssay, several laboratories
# KCNQ1 inh = inhibitors of human KCNQ1 potassium channel. P51787. CHO-K1 KCNQ1, FluxOR thallium flux fluorescence; stronger effect = higher value. B-score at 10 µM. actives 1.3% (n = 310,000);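 active = compounds whose thallium flux B-score, printed positive for inhibition, exceeds three library SD while starting fluorescence stays within three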;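 also: channel opened by potassium depolarization with thallium stimulus after 20 min compound exposure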
# hERG rescue = shields human hERG channel from block by proarrhythmic agents; CHO-hERG, FluxOR thallium flux, dofetilide IC70 present; Q12809; AID 1511; activation (rescue from dofetilide block), less the hit threshold, % at 10 µM; actives 0.51% (n = 310,000);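 active = activation above the mean of controls blocked by dofetilide plus 5 SD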;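 also: thallium influx through hERG after potassium depolarization seen as dye fluorescence rise; in these data hits start at about 4.7%; inactives centre near -7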
# GSK3B inh = blocks human GSK3beta kinase activity | P49841 | GST-GSK3beta kinase, ADP-Glo luminescence, 60 min; stronger effect = lower value | activity score (negative = inhibition), % at 10 µM | actives 0.038% (n = 300,000);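 active = more than half of replicate wells score below -50%, meaning over 50% inhibition versus plate controls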;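 also: 0% = median DMSO wells and -100% = median GW8510 positive control wells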
# Target sequence (P49841 whole entry, looked up): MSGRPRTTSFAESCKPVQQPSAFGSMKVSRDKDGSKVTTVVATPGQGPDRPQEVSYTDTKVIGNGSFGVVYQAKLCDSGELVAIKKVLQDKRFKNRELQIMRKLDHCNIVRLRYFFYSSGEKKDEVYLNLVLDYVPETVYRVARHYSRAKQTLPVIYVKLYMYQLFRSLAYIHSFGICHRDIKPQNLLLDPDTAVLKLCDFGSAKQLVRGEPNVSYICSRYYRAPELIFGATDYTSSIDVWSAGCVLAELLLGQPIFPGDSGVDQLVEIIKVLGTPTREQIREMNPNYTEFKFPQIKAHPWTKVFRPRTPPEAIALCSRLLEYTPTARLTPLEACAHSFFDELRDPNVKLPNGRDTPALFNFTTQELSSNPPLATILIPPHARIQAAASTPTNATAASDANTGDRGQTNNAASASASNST
#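 test system = GST-tagged human GSK3beta kinase, cell-free | reagent = 25 µM ATP with peptide substrate | dosing = one dose of 10 µM per compound | schedule = 60 min reaction, RT | detection = luminescent ADP-Glo measurement of ADP formed | control set = DMSO neutral wells and GW8510 at 20 µM as positive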
# KCNQ1 pot = potentiators or activators of human KCNQ1 potassium channel | CHO-K1 KCNQ1, thallium flux FluxOR fluorescence; stronger effect = higher value | B-score at 10 µM | actives 0.35% (n = 310,000) | AID 2648;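 active = fluorescence ratio B-score, a plate-corrected score, at least three library SD, with initial intensity B-score within 5 SD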
#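 System: CHO-K1 cells stably expressing KCNQ1 / Medium: assay buffer for compound exposure, DMSO matched across wells / Reagent: thallium- and potassium-containing depolarizing buffer / Compound: one concentration, matched DMSO / Incubation: 20 min compound pretreatment at room temperature / Measured by: kinetic FluxOR fluorescence, 10 s baseline plus 110 s post-stimulus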
# GSK3 alpha inh = blocks human GSK-3 alpha kinase | P49840 | ADP-Glo luminescence, 60 min | inhibition, % at 10 µM | actives 0.1% (n = 320,000) | AID 2650;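 in the data active = inhibition above about 50%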;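 also: GST-tagged GSK-3 alpha with peptide substrate and 25 µM ATP; 0% = DMSO neutral wells and 100% = GW8510 positive control wells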
# DYRK1A inh = blocks rat Dyrk1A kinase activity. Q63470. ADP-Glo luminescence, NFATc1 peptide. inhibition, % at 12.5 µM. actives 0.43% (n = 310,000); in the data active = inhibition above about 50%;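 also: plate controls were vehicle with enzyme for no effect and no enzyme for full effect; many of its hits are not listed in these tables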
# KCNK3 inh = human KCNK3 channel inhibition, primary screen; CHO-KCNK3 thallium flux, FluxOR fluorescence; stronger effect = lower value; B-score at 10 µM; AID 602410; actives 0.84% (n = 340,000); O14649;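 active = B-score under library mean minus 4 SD, starting fluorescence ratio at most library mean plus 5 SD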;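 also: more negative B-score means stronger inhibition of thallium flux through KCNK3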
# PolyA inhibitor = blocks polyadenylation in yeast reporter cells | S. cerevisiae SKY197-pL101 polyadenylation reporter, beta-gal luminescence; efflux-impaired pdr1/pdr3 knockout yeast; score 100 = 6 SD above DMSO | calls only at 12 µM | actives 0.02% (n = 300,000) | AID 1875;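 active = lowest replicate activity score at least 50, where 100 means six control SD above control mean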;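 also: yeast exposed to compound for 9 h at 30 °C; higher score means more reporter readthrough which indicates perturbed polyadenylation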
# RGS4 inh = inhibitors of human RGS4 | AID 463165 | HEK293 M3R/RGS4 inducible, Fluo-4 calcium flux; stronger effect = higher value; triggered by carbachol at its EC20 | B-score at 10 µM | P49798 | actives 0.45% (n = 310,000);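 active = B-score, a plate-corrected calcium signal, over three deviations above library mean, with baseline fluorescence within five deviations of library mean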;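 also: RGS4 expression induced by doxycycline in cells with stable M3 receptor; B-score is computed from the integrated fluorescence ratio over baseline after carbachol; higher B-score means a larger calcium signal and so more RGS4 inhibition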
# Target sequence (P49798 whole entry, looked up): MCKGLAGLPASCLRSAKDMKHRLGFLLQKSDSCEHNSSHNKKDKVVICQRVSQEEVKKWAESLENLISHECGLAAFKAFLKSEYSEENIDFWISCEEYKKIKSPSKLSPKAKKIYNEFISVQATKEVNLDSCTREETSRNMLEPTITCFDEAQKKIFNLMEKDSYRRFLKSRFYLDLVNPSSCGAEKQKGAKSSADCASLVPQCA
# KCNK9 inh = blocks the human KCNK9 two-pore domain potassium channel; Q9NPC2; actives 1.2% (n = 310,000); HEK293 KCNK9, FluxOR thallium flux fluorescence; stronger effect = lower value; AID 488922; B-score at 10 µM;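 active = ratio B-score over 3 SD below the library mean, with starting fluorescence within 5 SD of its mean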;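 also: negative B-score means less thallium flux so channel inhibition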
# Target sequence (Q9NPC2 whole entry, looked up, the tested form may be a part): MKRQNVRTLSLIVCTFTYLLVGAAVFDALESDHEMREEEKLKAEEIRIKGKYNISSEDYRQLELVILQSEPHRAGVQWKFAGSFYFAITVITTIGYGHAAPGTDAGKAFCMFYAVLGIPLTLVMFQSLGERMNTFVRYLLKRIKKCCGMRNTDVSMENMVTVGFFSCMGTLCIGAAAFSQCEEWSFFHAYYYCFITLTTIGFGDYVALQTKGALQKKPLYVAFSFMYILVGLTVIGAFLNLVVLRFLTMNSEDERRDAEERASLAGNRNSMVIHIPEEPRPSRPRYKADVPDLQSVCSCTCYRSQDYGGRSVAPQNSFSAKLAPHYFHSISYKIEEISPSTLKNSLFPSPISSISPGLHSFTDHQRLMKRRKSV
# RGS4 pot = RGS4 potentiation or activation; HEK293 M3R/inducible RGS4, carbachol calcium flux Fluo4; stronger effect = lower value; AID 463111; B-score at 10 µM; actives 0.92% (n = 310,000);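 active = B-score of the integrated calcium signal more than 4 SD below the library mean, with starting fluorescence not abnormally high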;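 also: negative B-score means reduced calcium response which marks RGS4 activation or potentiation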
#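 test system = HEK293 cells with stable M3R and inducible RGS4 | schedule = recording 10 s baseline at 1 Hz, 100 s post-agonist | technique = Fluo4-AM (2 µM) calcium-flux fluorescence, kinetic read | measure = Agonist-evoked peak-minus-minimum fluorescence over baseline, integrated ratio, B score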
# An asterisk follows results filed as active; i = inactive; / = not tested or not shown. Not all compounds are listed (hit frequency here may not be typical).
SMILES,KCNQ1 inh,hERG rescue,GSK3B inh,KCNQ1 pot,GSK3 alpha inh,DYRK1A inh,KCNK3 inh,PolyA inhibitor,RGS4 inh,KCNK9 inh,RGS4 pot
Cc1ccnc(N2C(=O)c3ccccc3C2Nc2ccccc2Cl)c1 (stereo not given),i,-8,-1,i,-1,2,i,i,i,i,i
Cc1ccc2c(c1)N(CCCC(=O)NCc1ccc3c(c1)OCO3)C(=O)CO2,i,-13,1,i,6,2,i,i,i,i,i
Cc1cc(C)n(S(=O)(=O)c2ccccc2[N+](=O)[O-])n1,i,-4,2,i,-4,-5,i,i,i,i,i
CCCCN(C(=O)CNC(=O)c1cccs1)C(C(=O)NC1CCCC1)c1ccncc1 (stereo not given),i,-2,0,i,-2,-2,i,i,i,i,i
COc1ccc(C)cc1NC(=O)Cn1c(=O)oc2ccccc21,i,-4,-1,i,1,-2,i,i,i,i,i
CNC(=O)C(C#N)(Cc1cc(C(C)=O)ccc1OC)Cc1cc(C(C)=O)ccc1OC,i,-3,2,i,1,-2,i,i,i,i,i
C=CCOc1cccc(C2C(C(=O)c3ccco3)=C(O)C(=O)N2Cc2ccco2)c1 (stereo not given),i,-4,6,i,-2,-5,i,i,i,i,i
CC(=O)N=c1sccn1CC(O)c1ccc(Br)cc1 (stereo not given),i,0,1,i,-2,1,i,i,i,i,i
O=C(CN(C(=O)c1csnn1)c1ccc(Br)cc1)NC1CCCC1,i,-1,1,i,-1,-4,i,i,i,i,i
CCOc1ccccc1NC(=O)N1CCCC1C(=O)NCc1cccs1 (stereo not given),i,-5,2,i,8,0,i,i,i,i,i
CC1=C([N+](=O)[O-])C(c2ccc(Cl)cc2)NC(=O)N1C (stereo not given),i,-5,/,i,1,-6,i,i,i,i,i
CCC(=O)Nc1cc(Cl)ccc1N1CCN(C(=O)CC)CC1,i,-4,1,i,1,2,i,i,i,i,i
CN(C)N=Nc1ccc(S(=O)(=O)/N=C(\O)c2ccccc2)cc1,i,-12,-1,i,-6,/,i,i,i,i,i
O=C(Cn1cnc2c(nnn2Cc2ccc(F)cc2)c1=O)NCC1CCCO1 (stereo not given),i,-10,3,i,-4,3,i,i,i,i,i
CC1Cn2c(nnc2-c2cccs2)S1 (stereo not given),i,-2,0,i,-2,4,i,i,i,i,i
COc1cc(N)ccc1NC(=O)c1cccs1,i,-2,1,i,1,13,i,i,i,i,i
NC(=O)C1CCN(C(=O)COc2ccc(S(=O)(=O)NC3CCCC3)cc2)CC1,i,-7,1,i,4,-3,i,i,i,i,i
COc1ccc(C(C)=O)cc1CSc1nnc(C)n1-c1ccccc1,i,-1,0,i,-2,-4,i,i,i,i,i
CCCCNC(=O)Nc1nnc(SCC(=O)OCC)s1,i,-8,3,i,-2,0,i,i,i,i,i
COC(=O)/C=C1\SC(=Nc2ccc(Cl)c(Cl)c2)NC1=O,i,-12,0,i,-3,1,i,i,i,i,i
COc1cc(SC)ccc1C(=O)Nc1ccc(Br)cn1,i,-2,-2,i,1,2,i,i,i,i,i
O=C(N/N=C/C=C\c1ccccc1[N+](=O)[O-])c1cc(-c2ccccc2)nc2ccccc12,i,-4,2,i,0,5,i,i,i,i,i
CCOC(=O)N1CCN(C(=O)c2ccccc2Oc2ccccc2)CC1,i,-8,5,i,0,2,i,i,i,i,i
Nc1cc(Cl)c(N)cc1Cl,i,-11,0,i,0,3,i,i,i,i,i
CC(=O)NC(NC(=S)Nc1ccc(N=Nc2ccccc2C)cc1C)C(Cl)(Cl)Cl (stereo not given),i,-6,1,i,-1,-1,i,i,i,i,i
Cc1ccc2nc3c(nc2c1)-c1ccccc1C3=O,i,-10,-5,i,4,11,i,i,i,i,i
CC(C)Nc1nc(NC(C)C)nc(C(N)=O)n1,i,-15,2,i,2,3,i,i,i,i,i
CSc1nsc(SC)c1NC(=O)N1CCCCC1,i,1,0,i,/,0,i,i,i,i,i
CC(C)CCN1CC(=O)N2Cc3[nH]c4ccccc4c3C[C@H]2C1=O,i,-2,-2,i,0,5,i,i,i,i,i
CCCCCn1c(=O)[nH]c2cc(C(=O)N3CCN(c4ccc(C(C)=O)cc4)CC3)ccc2c1=O,i,-4,2,i,0,8,i,i,i,i,i
Cc1nnn(-c2nonc2N)c1C(=O)N/N=C/c1ccccc1O,i,-5,-2,i,0,-5,i,i,i,i,i
O=C(CCn1cnc(-c2ccccc2)c1-c1ccccc1)N/N=C/c1ccc(O)cc1,i,-12,0,i,4,14,i,i,i,i,i
O=C(Nc1nc2ccccc2s1)C1CCCN1S(=O)(=O)c1ccc(Cl)cc1 (stereo not given),i,-12,2,i,-3,2,i,i,i,i,i
COc1ccc(S(=O)(=O)N2CCCCCC2)cc1NC(=O)CN1C(=O)NC(C)(c2ccc(C)cc2)C1=O (stereo not given),i,-13,1,i,1,5,i,i,i,i,i
C=CCn1c(CNc2ccc(C)cc2)nnc1SCC(=O)N/N=C/c1ccc(O)cc1,i,-2,-2,i,4,-7,i,i,i,i,i
COc1ccc(Cl)cc1NC(=S)NCc1ccccn1,i,-6,0,i,-4,-15,i,i,i,i,i
COc1ccccc1NC(=O)CCC(=O)Nc1nnc(C(F)(F)F)s1,i,-10,-1,i,-4,-2,i,i,i,i,i
COc1ccc(-c2ccc3ccccc3n2)cc1OC,i,-18,-1,i,13,5,i,i,i,i,i
Cc1cc(N2CCN(c3ccccn3)CC2)n2nc(C)nc2n1,i,-4,2,i,2,-15,i,i,i,i,i
C=CCOC(=O)C1=C(C)NC(SC)=C(C#N)C1c1cccs1 (stereo not given),i,-8,2,i,5,11,i,i,i,i,i
Cc1cccc(OCC(=O)NCCNC(=O)c2ccccn2)c1,i,0,2,i,1,-5,i,i,i,i,i
COc1ccc(NC(=O)CSc2nnc(Cc3cccn3C)n2-c2ccc(F)cc2)cc1,i,-2,1,i,-1,3,i,i,i,i,i
Cc1ccc(NC(=O)COC(=O)CNC(=O)c2cccc([N+](=O)[O-])c2)cc1S(=O)(=O)N1CCCCCC1,i,-10,-1,i,-13,-6,i,i,i,i,i
c1nc2nc3c(c(N4CCOCC4)n2n1)CCCC3,i,-5,1,i,-3,-5,i,i,i,i,i
COc1ccc(NC(=O)CN(c2cc(C)cc(C)c2)S(=O)(=O)c2c(C)noc2C)cc1OC,i,-2,0,i,-2,-13,i,i,i,i,i
Cc1ccc(S(=O)(=O)N2CCc3c2cc([N+](=O)[O-])cc3[N+](=O)[O-])cc1,i,-9,-4,i,-1,0,i,i,i,i,i
Cc1ccccc1CC(=O)N1CCCC(CNC(=O)c2ccc(F)cc2)C1 (stereo not given),i,-9,3,i,-2,0,i,i,i,i,i
COc1ccc(-c2n[nH]c(=S)nc2-c2ccc(OC)cc2)cc1,i,-5,1,i,-1,3,i,i,i,i,i

# Arranged by heavy-atom count (descending): part of the list above
SMILES,KCNQ1 inh,hERG rescue,GSK3B inh,KCNQ1 pot,GSK3 alpha inh,DYRK1A inh,KCNK3 inh,PolyA inhibitor,RGS4 inh,KCNK9 inh,RGS4 pot
COc1ccc(NC(=O)CN(c2cc(C)cc(C)c2)S(=O)(=O)c2c(C)noc2C)cc1OC,i,-2,0,i,-2,-13,i,i,i,i,i
Cc1cc(N2CCN(c3ccccn3)CC2)n2nc(C)nc2n1,i,-4,2,i,2,-15,i,i,i,i,i
c1nc2nc3c(c(N4CCOCC4)n2n1)CCCC3,i,-5,1,i,-3,-5,i,i,i,i,i

# The listing continues.
SMILES,KCNQ1 inh,hERG rescue,GSK3B inh,KCNQ1 pot,GSK3 alpha inh,DYRK1A inh,KCNK3 inh,PolyA inhibitor,RGS4 inh,KCNK9 inh,RGS4 pot
COc1ccc(N2C(=O)C(CC(=O)O)S/C2=N\N=C\c2cccs2)cc1 (stereo not given),i,-1,0,i,-2,8,i,i,i,i,i
Cc1ccc(-c2cc(C(=O)NN=C3CCCC3)c3ccccc3n2)cc1,i,-6,0,i,1,2,i,i,i,i,i
CCOC(=O)Cn1ncc(-c2ccccc2)c1N,i,-17,2,i,1,-8,i,i,i,i,i
CCOc1ccccc1N=Cc1c(O)c2ccccc2oc1=O,i,-6,3,i,-2,-1,i,i,i,i,i
COc1cccc(CNC(=O)CCC2CCCN(c3cc(C)nc(N)n3)C2)c1 (stereo not given),i,-3,-2,i,-2,0,i,i,i,i,i
CC(C)[C@H](NS(=O)(=O)c1cccc(Cl)c1)C(=O)OCC(=O)N1CCN(c2ccccc2)CC1,i,-7,2,i,-1,-4,i,i,i,i,i
Cc1cc(NC(=O)c2noc3c2CCCC3)n(-c2ccccc2)n1,i,-11,4,i,/,6,i,i,i,i,i
COc1cc2c(cc1OC)CN(C(=O)CSc1n[nH]c(N)n1)CC2,i,-6,0,i,0,-4,i,i,i,i,i
Cn1nc(C(=O)NCCN2CCOCC2)c2ccccc2c1=O,i,-13,1,i,-1,3,i,i,i,i,i
CCOC(=O)C1(CCOc2ccccc2)CCN(Cc2cnc(C)s2)CC1,i,-2,3,i,-2,-3,i,i,i,i,i
COc1ccc(OC)c(C(=O)CSc2nnc(Cc3cccs3)n2CCc2ccccc2)c1,i,-7,1,i,-1,8,i,i,i,i,i
O=c1nc2n(c3sc4c(c13)CCCC4)C(CBr)CS2 (stereo not given),i,-9,-4,i,2,51*,i,/,i,i,i
COc1ccc(CNC(=O)NCCc2c[nH]c3ccccc23)cc1,i,-3,0,i,3,0,i,i,i,i,i
O=C(NC(NC(=S)Nc1c(Cl)cccc1Cl)C(Cl)(Cl)Cl)OCc1ccccc1 (stereo not given),i,-13,0,i,/,/,i,i,i,i,i
CCC(=O)N1N=C(c2c(O)n(C)c(=O)n(C)c2=O)CC1c1ccccc1 (stereo not given),i,0,-6,i,-6,-1,i,i,i,i,i

# Compound profiles (already shown). Values in the order: KCNQ1 inh | hERG rescue | GSK3B inh | KCNQ1 pot | GSK3 alpha inh | DYRK1A inh | KCNK3 inh | PolyA inhibitor | RGS4 inh | KCNK9 inh | RGS4 pot
# Listed for CCC(=O)N1N=C(c2c(O)n(C)c(=O)n(C)c2=O)CC1c1ccccc1 (stereo not given) = i | 0 | -6 | i | -6 | -1 | i | i | i | i | i
# Listed for COc1ccc(CNC(=O)NCCc2c[nH]c3ccccc23)cc1 = i | -3 | 0 | i | 3 | 0 | i | i | i | i | i
